# CHO-K1 Ca antag = M1 antagonist counterscreen hit in parental CHO-K1 cells. ATP-induced calcium, Fluo-8 fluorescence. inhibition, % at 3 µM. 360,000 compounds, 0.6% hits;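 active = inhibition above a per-plate cutoff, the plate's mean sample inhibition plus 3 SD, cut at about 24% in these data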;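 also: 0% = DMSO plus EC80 ATP and 100% = DMSO alone without ATP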
# TAAR1 ag = human TAAR1 agonists, primary screen, Fluo-8 calcium fluorescence, CHO RD-HGA16 cells; Trace amine-associated receptor 1 (Homo sapiens), Q96RJ0; vehicle wells 0%, saturating PEA agonist 100%; activation, % at 3 µM; 360,000 compounds, 0.99% hits;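 active = activation above the mean activation of all test compounds in the run plus 3 SD, cut at about 38% in these data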
#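 Assay system: CHO-derived RD-HGA16 cells with stable Gα16 and human TAAR1; timing: 17-24 h seeding, 75 min 37 °C dye, 30 min RT; read-out: % activation from peak over basal fluorescence ratio, DMSO-to-PEA scaled; measured by: kinetic Fluo-8 calcium fluorescence; benchmarks: low control DMSO, high control PEA (EC100); doses: 3 µM single concentration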
# CHRM1 agonist = human M1 muscarinic receptor agonists, primary screen, Fluo-8 calcium fluorescence, CHO-K1 cells, HTS | CHO-K1 hM1, agonist mode; 0% DMSO, 100% acetylcholine EC100 | activation, % at 3 µM | 360,000 compounds, 0.33% hits | AID 588814, 2011;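 active = activation above the run's mean compound activation plus 3 SD, cut at about 16% in these data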;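 also: peak over basal fluorescence ratio within a 140 s kinetic read after compound addition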
# Target sequence (P11229 whole entry, looked up): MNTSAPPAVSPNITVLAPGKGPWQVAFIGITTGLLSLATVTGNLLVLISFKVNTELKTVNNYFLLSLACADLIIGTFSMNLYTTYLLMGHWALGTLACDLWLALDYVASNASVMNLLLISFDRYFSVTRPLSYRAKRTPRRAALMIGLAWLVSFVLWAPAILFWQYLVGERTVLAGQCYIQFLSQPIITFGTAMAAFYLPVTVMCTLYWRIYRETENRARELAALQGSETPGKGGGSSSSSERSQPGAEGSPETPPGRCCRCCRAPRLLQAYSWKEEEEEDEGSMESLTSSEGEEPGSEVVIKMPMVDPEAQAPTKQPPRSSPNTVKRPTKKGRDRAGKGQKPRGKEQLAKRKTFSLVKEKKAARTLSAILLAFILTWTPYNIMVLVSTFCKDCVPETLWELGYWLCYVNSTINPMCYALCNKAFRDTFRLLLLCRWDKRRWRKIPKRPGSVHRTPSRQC
# CHO parental Ca = ATP-evoked calcium signal inhibitors, parental CHO, primary screen, counter-screen for OX1R antagonist project, cell-based, fluorescence, Fluo-8 calcium dye; parental CHO-K1, ATP-induced calcium, Fluo-8 fluorescence; inhibition, % at 5.6 µM; 330,000 compounds, 0.63% hits; AID 463079, 2010;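 active = inhibition above that plate's mean sample inhibition plus 3 SD, cut at about 26% in these data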;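 also: 0% = ATP-challenged DMSO wells and 100% = DMSO wells without ATP; some compounds past the cut are filed as inactive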
#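 Material: parental CHO cells / Compound: single nominal dose of 5.6 µM per compound / Signal: Fluo-8 fluorescence / Replicates: singlicate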
# CHO-K1 Ca ag = counter-screen for M1 agonists: effect in parental CHO-K1 cells. AID 602248, 2012. 360,000 compounds, 0.48% hits. activation, % at 3 µM. Fluo-8 calcium fluorescence; scaled to maximal ATP response, vehicle zero; in the data active = activation above about 15%;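 also: untransfected CHO-K1 host cells lacking M1 receptor as counterscreen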
# OXTR potentiator = human OXTR potentiators, primary screen, fluorescence, CHO-OTR cells, Fluo-8 calcium | Fluo-8 calcium fluorescence, potentiator mode; 0% = oxytocin EC15, 100% = EC100 | activation, % at 3 µM | 320,000 compounds, 0.061% hits;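 active = activation above that plate's cutoff, the mean activation of tested compounds plus 3 SD, cut at about 6.6% in these data, passing the limit was not always enough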;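 also: 100% uses oxytocin at 75 nM as the full agonist control; some results filed as inactive read as strong as hits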
#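 Material: CHO-OTR cells, human receptor; compound dosing: single dose, 3.0 µM nominal final compound concentration; schedule: 6 min compound pre-incubation at room temperature, 100 s kinetic read; measured by: kinetic Fluo-8 calcium fluorescence; read-out basis: % activation vs EC15 and EC100 oxytocin; controls: EC15 oxytocin alone as 0%, 75 nM oxytocin as 100%; replicates: singlicate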
# M1 PAM parental = nonselective calcium activators in parental CHO-K1 cells, primary screen, counter-screen for M1 PAM project, cell-based, Fluo-8 calcium fluorescence, full deck, 1536-well; ATP EC20; 0% at ATP EC20, 100% at ATP max; 360,000 compounds, 0.02% hits; activation, % at 3 µM;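 active = activation above the run cutoff, the mean activation of all test compounds plus 3 SD, cut at about 40% in these data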;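 also: peak over basal fluorescence ratio in a 140 s read after ATP addition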
# V1R ag counter = agonists of human V1a receptor, primary screen, counter-screen for OXTR agonist project, fluorescence, CHO-V1R cells; 320,000 compounds, 0.25% hits; activation, % at 3 µM; Vasopressin V1a receptor (Homo sapiens), P37288; Fluo-8 calcium fluorescence, agonist mode; 0% DMSO, 100% 3 nM vasopressin;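 active = activation above the mean activation of all tested compounds plus 3 SD, per screening run, cut at about 20% in these data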;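 also: signal is peak over basal fluorescence ratio across a 100 second FLIPR read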
# Target sequence (P37288 whole entry, looked up): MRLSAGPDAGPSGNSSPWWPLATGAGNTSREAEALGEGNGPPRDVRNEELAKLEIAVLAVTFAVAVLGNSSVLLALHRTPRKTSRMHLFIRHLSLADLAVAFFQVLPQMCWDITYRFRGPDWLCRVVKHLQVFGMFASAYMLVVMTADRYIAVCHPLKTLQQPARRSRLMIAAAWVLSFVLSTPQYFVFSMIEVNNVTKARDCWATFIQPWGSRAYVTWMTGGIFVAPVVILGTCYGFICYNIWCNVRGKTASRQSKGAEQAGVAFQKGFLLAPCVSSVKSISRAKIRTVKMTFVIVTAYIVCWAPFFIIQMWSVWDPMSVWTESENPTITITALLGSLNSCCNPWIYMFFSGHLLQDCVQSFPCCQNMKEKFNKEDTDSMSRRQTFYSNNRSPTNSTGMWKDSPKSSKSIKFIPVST
# TAAR1 antag = human TAAR1 antagonists, primary screen, Fluo-8 calcium fluorescence, CHO RD-HGA16 cells; Trace amine-associated receptor 1 (Homo sapiens), Q96RJ0; AID 624466, 2012; inhibition, % at 3 µM; antagonist; 360,000 compounds, 1.5% hits;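 active = inhibition above a per-plate cutoff, the mean inhibition of test compounds on that plate plus 3 SD, cut at about 49% in these data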;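 also: 0% = DMSO plus EC80 beta-PEA response and 100% = DMSO alone without agonist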
#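 Assay system: CHO-derived RD-HGA16 cells stably expressing human TAAR1 plus Gα16. Timing: 140 s kinetic read after compound, 140 s after agonist. Technique: kinetic Fluo-8 calcium fluorescence measurement. Measure: % inhibition of agonist calcium response.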
# The depositor's hits bear a star; . = no result given.
SMILES,CHO-K1 Ca antag,TAAR1 ag,CHRM1 agonist,CHO parental Ca,CHO-K1 Ca ag,OXTR potentiator,M1 PAM parental,V1R ag counter,TAAR1 antag
Clc1ncc(CN2CCN(Cc3ccccc3)CC2)s1,-5,11,-5,-8,-0.1,-7,3,-0.2,-16
O=C(CSc1nc2ncccc2[nH]1)Nc1ccc2c(c1)OCO2,-12,2,-4,-10,0.9,7,17,-0.5,-24
CN(C)CCNC(=O)/C(=C/c1cccc([N+](=O)[O-])c1)NC(=O)c1ccccc1,-4,3,-8,-3,0.2,4,24,-0.2,2
NS(=O)(=O)c1ccc(-c2ccc(/C=N/NC(=O)c3ccccc3O)o2)cc1,-3,1,-3,-7,0.2,-18,3,2.0,11
COc1ccc(C(=O)NNC(=O)CSc2nnc(-c3cccnc3)o2)cc1,1,2,1,-5,-0.5,-8,2,0.9,19
CCOC(=O)c1ccccc1N/C=C1\CCCC1=O,-12,19,-7,-26,0.4,-3,19,-1.3,-4
O=C(CSc1ccccc1)NCc1ccco1,-13,1,0,-5,1.1,-14,15,0.1,-17
CN(CCc1ccccc1)c1ccc([N+](=O)[O-])cn1,3,-2,-9,.,-0.1,.,-7,.,9
NC(=O)COC(=O)c1cccc(S(=O)(=O)N2CCCCC2)c1,2,1,-4,-3,0.7,-23,0,-0.5,-5
CSc1nc(S(=O)(=O)c2ccccc2)c(Cl)s1,-10,-2,-9,-4,0.1,-1,9,-1.4,12
O=C(Nc1ccccc1)n1cc(-c2ccccn2)c(N2CCOCC2)n1,4,9,-4,12,1.7,-2,13,0.4,-11
CCCCC[C@H](C)N1C[C@@H](COCc2ccccc2)Oc2cc(N3CCC[C@@H]3COC)ccc2S1(=O)=O,-6,1,.,.,-0.6,.,2,.,-10
C[C@H](CO)N1C[C@H](C)[C@@H](CN(C)S(=O)(=O)c2ccccc2C#N)OCc2cn(nn2)CCCC1=O,0,1,-6,.,0.2,.,-5,.,-12
Cc1cnc(NC(=O)c2ccc3ncsc3c2)s1,14,1,0,.,-0.5,.,8,.,4
Cc1cc(NS(=O)(=O)c2ccc(NC(=O)COc3ccc(Cl)c(C)c3)cc2)no1,-15,0,-9,.,0.1,.,-2,.,-4
C=CCOc1ccc(/C=N/n2cncn2)cc1OC,-10,1,-2,-13,0.6,2,18,1.1,-10
Oc1c(Cl)cc(Cl)cc1/C=N/c1nc(-c2ccc(Cl)cc2)cs1,-9,.,-6,-24,0.6,-8,12,-0.3,.
CN(Cc1ccc(OC(F)F)cc1)C(=O)C1CCN(S(=O)(=O)c2ccc3c(c2)OCCO3)CC1,-7,3,-3,-13,5.1,-2,5,8.3,8
CCOC(=O)CC(=O)Nc1ccc(C)cc1,-8,1,-4,1,-0.2,-11,15,-0.1,-13
CN(C)CCN(Cc1ccccc1)c1ccnc(N(C)C)c1C#N,-10,6,-5,-12,-0.1,-4,6,0.0,-2

# Single records, as listed above. Screens in order: CHO-K1 Ca antag	TAAR1 ag	CHRM1 agonist	CHO parental Ca	CHO-K1 Ca ag	OXTR potentiator	M1 PAM parental	V1R ag counter	TAAR1 antag
# C[C@H](CO)N1C[C@H](C)[C@@H](CN(C)S(=O)(=O)c2ccccc2C#N)OCc2cn(nn2)CCCC1=O across the screens: 0	1	-6	.	0.2	.	-5	.	-12
# NC(=O)COC(=O)c1cccc(S(=O)(=O)N2CCCCC2)c1 across the screens: 2	1	-4	-3	0.7	-23	0	-0.5	-5
# O=C(Nc1ccccc1)n1cc(-c2ccccn2)c(N2CCOCC2)n1 across the screens: 4	9	-4	12	1.7	-2	13	0.4	-11
# O=C(CSc1ccccc1)NCc1ccco1 across the screens: -13	1	0	-5	1.1	-14	15	0.1	-17

# (list continues)
SMILES,CHO-K1 Ca antag,TAAR1 ag,CHRM1 agonist,CHO parental Ca,CHO-K1 Ca ag,OXTR potentiator,M1 PAM parental,V1R ag counter,TAAR1 antag
CC(=O)N1c2ccc(S(=O)(=O)N3CCCC(C(=O)NC4CCCC(C)C4C)C3)cc2CC1C (centres undefined),1,1,-3,-14,3.8,-1,14,3.7,-27
CSC1=NN(c2ccccc2)CN(c2ccccc2)N1C,-14,5,-7,.,-0.2,.,19,.,-1
CCn1c(C(O)c2cccc(OC)c2OC)nc2ccccc21 (centres undefined),10,4,-3,8,0.3,-17,-10,0.9,1
O=C1CN(C(=O)c2cccc(S(=O)(=O)N3CCCC3)c2)c2ccccc2N1,-10,4,-4,-4,2.2,0,12,1.0,-33
O=C(CCC(=O)N/N=C/c1ccc(Br)o1)N/N=C/c1ccc(Br)o1,-5,2,-3,-1,-0.1,-7,-10,0.6,11
O=C1C=C(NC2CCCCC2)CCC1,-6,10,-5,-8,0.6,0,12,-0.3,0
CC1(C)C[C@@H](O)CC2(C1)C[C@]1(C)CC(O)[C@H]2C(C)(C)C1 (some centres undefined),-8,5,1,-10,2.6,-5,23,-0.5,-30
O=C(CN1C(=O)CSC1=O)Nc1ccc(F)c(F)c1F,-8,8,-1,-5,0.2,-16,30,-0.6,10
Cc1c(C(=O)NCc2cccc(C(F)(F)F)c2)sc(=O)n1Cc1ccccc1F,-20,1,-11,.,2.1,.,19,.,9
NNC(=O)c1nc2ccccc2s1,-9,0,0,.,0.2,.,13,.,-13
Cc1ccc(NC(=O)C(C)N2CCOCC2)c(C(=O)c2ccccc2)c1 (centres undefined),7,10,-3,-23,9.3,-17,14,-0.9,-13
Cn1c(SCC(=O)NCc2cccs2)nnc1-c1ccncc1,-7,13,-3,-1,0.6,-11,16,0.2,-19
CCCCCCn1cc(CN2CC(N3CCN(Cc4cccc(C)c4)CC3)CS2(=O)=O)nn1 (centres undefined),-24,-1,.,.,2.6,.,12,.,-14
CCOC(=O)c1cccc(OS(=O)(=O)Cc2ccccc2)c1,-3,1,-5,-13,0.0,4,-5,-0.5,4
Cc1ccc(C)c(S(=O)(=O)N(C)Cc2cccs2)c1,-3,5,-8,-17,-1.1,1,8,-1.1,-19
COc1ccc(CN(C(=O)CNC(=O)c2ccco2)C(C(=O)NCC2CCCO2)c2ccc(OC)c(OC)c2)cc1 (centres undefined),-12,1,-3,-13,0.2,-5,-11,-0.5,11
Cc1cnc(C)c(N2CCN(C(=O)C3CCC(=O)N(CCc4cccc(F)c4)C3)CC2)n1 (centres undefined),3,0,-3,-14,1.4,4,10,1.8,13
CN(C(=O)CSc1nc(C2CC2)nc2ccccc12)c1nc(-c2ccccc2)cs1,12,11,-3,-24,-0.2,-18,-4,0.8,-15
CCOc1nc(NCCN2CCOCC2)nc(NC(C)C)n1,-2,0,-5,-2,0.1,0,15,0.7,8
Cc1ccc(NC(=O)CN2C(=O)NC3(CCCC3)C2=O)nc1,-2,3,-1,-12,0.6,-1,0,0.7,-17
CCn1cc(/C=C(\NC(=O)c2ccc(OC)c(OC)c2)C(=O)NCCCN2CCOCC2)c2ccccc21,1,0,3,.,-0.1,.,-13,.,1
O=C(NN=Cc1ccccc1C(=O)O)C(=O)NN=Cc1ccccc1C(=O)O,-6,2,3,.,0.2,.,-20,.,0
O=C(CSc1nnc(-c2ccncc2)o1)NC1CCCCC1,-17,-1,-8,-3,0.7,-16,12,-0.3,-1
Cc1cc([N+](=O)[O-])ccc1NC(=O)Nc1ccccc1F,13,7,-5,-5,0.6,0,-7,2.6,13
Cn1c(=O)[nH]c(=O)c2c1nc(N1CCOCC1)n2CC(O)COc1ccccc1 (centres undefined),1,12,-2,-5,0.6,-10,9,-0.2,1
CC(C)C1C(=O)N(Cc2cn(CC3CCCCC3)nn2)CCS(=O)(=O)N1Cc1ccc(-c2ccccc2)cc1 (centres undefined),-5,2,-1,.,0.5,.,7,.,-19
COc1cc(OC)c(C2CC(=O)N3CN(c4ccccc4)CSC3=C2C#N)cc1OC (centres undefined),3,4,-6,3,0.2,0,14,-0.3,-9
COC(=O)n1c(=O)oc2ccc(S(=O)(=O)N3CCCCC3)cc21,-5,1,-1,-18,1.5,-3,4,-0.9,-35
Cc1sc(NC(=O)COc2cccc(-n3cnnn3)c2)c(C#N)c1C,-7,17,-5,-8,1.1,-7,0,2.1,27
O=C(CSc1nnnn1-c1ccccc1)Nc1ncc(Cc2cccc(Cl)c2Cl)s1,-9,3,-5,-6,-0.2,-4,6,1.6,-20
COc1ccccc1N1CCN(C(=O)N2CCOCC2)CC1,-12,17,-3,3,2.8,-5,8,0.0,20
Cc1ccccc1NC(=O)CSc1nc(N)c(C#N)cc1C#N,-10,21,0,-4,0.6,-3,4,-0.1,-7
O=C(Nc1ccccc1)c1cc2c(=O)c3ccccc3oc2nc1C(F)(F)F,-9,6,-4,-12,0.2,3,18,-0.4,0
CCCCCn1cnc2sc(CC)cc2c1=O,-9,1,-9,-10,1.1,-4,28,-0.9,11
Cc1nc2cc3c(=O)n(C)cnc3cc2n1Cc1ccccc1,-1,4,1,.,-0.1,.,-2,.,-30
CC(OC(=O)c1ccccc1C(=O)N(C)Cc1ccccc1)C(=O)NC1(C#N)CCCCC1 (centres undefined),-10,2,-2,.,2.5,.,9,.,1
CC(=O)NC(c1ccccc1)c1nc(-c2cccc(C(F)(F)F)c2)cs1 (centres undefined),29*,1,-4,.,1.2,.,-16,.,-19
CN(C)c1ccc(C=Nc2cnn(C)c2C(N)=O)cc1,-7,8,-3,10,0.4,-17,20,0.6,-9
Cc1sc(NC(=O)c2ccco2)c(C(c2ccc(F)cc2)N2CCN(C)CC2)c1C (centres undefined),0,.,-5,-23,2.1,-7,10,0.8,.
OC(COc1ccc(Cl)cc1)CN1CCN(c2ccccc2)CC1 (centres undefined),-4,4,-7,-13,0.6,-14,9,4.8,-5
CSc1nc2sc3c(c2c2nncn12)CCC3,-14,3,-10,-8,-0.2,-3,6,-0.5,-26
COc1cc(OC)c(C(=O)OCC(=O)NCCC2=CCCCC2)cc1OC,3,0,-1,-7,-0.1,-1,-3,-0.5,8
CC1CN(C(=O)COC(=O)c2ccccc2O)CC(C)O1 (centres undefined),8,0,4,-4,-0.4,-4,-6,0.4,-1
COc1ccc(CN2CCn3ncc(C(=O)Nc4cccc(C)c4)c3C2=O)cc1,11,7,-1,-18,1.4,-1,-6,2.7,24
COc1cc(=O)n(C)c2c(O)cccc12,7,3,-6,2,1.2,-2,14,0.4,-17
